HT1080-NT tox = kills 2HG-producing HT-1080-NT fibrosarcoma cells. HT-1080-NT fibrosarcoma viability, CellTiter-Glo ATP luminescence, 48 h. Potency, µM (top dose mostly 46.1 µM), inactives show at the highest dose activity, negative = less viability, usual class: cytotoxic. 1.6% of 360,000 active. AID 686970;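 further: NT is the 2HG producing partner of a matched IDH1 knockdown line; 0% = DMSO-treated cells and -100% = media-only wells without cells; nearly all actives have a fitted effect of over 55% in size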
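HT-1080-NT; 750 cells/well; 5% FBS RPMI; 48 h compound, 37 degrees C; CellTiter-Glo luminescence; curve fitting and curve-class assignment.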
GLP1R cytotox = cytotoxicity counter-screen for GLP-1 receptor inverse agonists. HEK293 cAMP-luciferase reporter cells, luminescence, 24 h. Potency, µM (series often up to 38.3 µM), for inactives: top-dose activity change, negative = inhibition, most hits filed as inhibitors. 0.13% of 410,000 active. AID 624418;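 further: loss of luciferase light is scored as toxicity; on the % scale 0 is the no-effect control and ±100 the full control effect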
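Quantitative HTS format, 1536 wells, 200 cells/uL seeded. Compounds: 23 nL, 24 h, 37 °C. Detection: luciferase reagent, luminescence at 12 min RT; decreased signal taken as cytotoxic.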
GLP1R ag = activates the human GLP-1 receptor. HEK293 GLP-1R CRE-luciferase, luminescence, 4-6 h; cells express a hypersensitive GLP-1R form. Potency, µM (titrated, usually from 45.6 µM), inactives show at the highest dose activation, usual class: activators. 0.007% of 380,000 active; further: % of control where 0% means no effect
Target sequence (P43220 whole entry, looked up): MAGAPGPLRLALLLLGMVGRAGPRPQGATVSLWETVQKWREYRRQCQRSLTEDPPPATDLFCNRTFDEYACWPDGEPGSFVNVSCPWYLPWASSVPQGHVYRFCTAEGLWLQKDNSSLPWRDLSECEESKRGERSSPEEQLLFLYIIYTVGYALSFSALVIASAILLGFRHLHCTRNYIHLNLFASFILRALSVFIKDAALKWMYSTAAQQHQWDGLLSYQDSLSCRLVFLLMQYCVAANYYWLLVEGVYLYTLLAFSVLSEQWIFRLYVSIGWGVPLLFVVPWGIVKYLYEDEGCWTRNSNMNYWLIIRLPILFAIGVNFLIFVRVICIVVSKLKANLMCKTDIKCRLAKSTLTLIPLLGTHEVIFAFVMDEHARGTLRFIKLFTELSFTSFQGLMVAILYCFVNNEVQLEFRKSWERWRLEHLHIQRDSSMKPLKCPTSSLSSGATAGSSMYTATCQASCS
TDP-43 yeast inh = rescues yeast growth from TDP-43 toxicity; TDP-43 expressing yeast growth rescue, BacTiter-Glo, 24 h; Potency, µM (doses to about 46.1 µM), for inactives: at the highest dose growth rescue (activation), most hits filed as activators; 1.8% of 410,000 active; AID 652104; further: % of control where 0% means no effect; nearly all actives have a fitted effect of over 50% in size
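Galactose-induced TDP-43 yeast, OD600=0.02, compound pinned; 24 hr, 30 deg C; BacTiter-Glo luminescence for growth. Inhibitors of TDP-43 toxicity read as activators.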
KB-3-1 cytotox = KB-3-1 parental cell cytotoxicity | AID 1347075 | Potency, µM (titrated, usually from 46.1 µM), without a hit: top-dose activity change, negative = cytotoxic, actives largely listed as cytotoxic | KB-3-1 viability, CellTiter-Glo ATP luminescence, 72 h | 1.4% of 400,000 active; further: on the % scale 0 is the no-effect control and ±100 the full control effect; nearly all actives have a fitted effect of over 60% in size
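KB-3-1 parental drug-naive adenocarcinoma cells in DMEM/10% FBS, incubated 72 h at 37 C with pin-transferred compounds across a concentration series. Viability by CellTiter-Glo luminescence; concentration-response curves fitted after normalization.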
SW480 rereplic = DNA re-replication induction in SW480 cells | 1.8% of 340,000 active | Potency, µM (highest dose often 46.1 µM), without a hit: top-dose re-replication activation, usual class: activators | SW480 DNA re-replication, Hoechst DNA content imaging, 48 h; further: % of control where 0% means no effect; nearly all actives have a fitted effect of over 55% in size
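Image-based read-out: total Hoechst fluorescence of nuclei (405 nm excitation, 500-530 nm emission), with hits raising the fraction of high-intensity nuclei. SW480 colon cells incubated 48 hr with compounds at 37 C.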
HT1080 IDH1KD tx = kills HT-1080 cells with IDH1 knockdown; HT-1080 IDH1 knockdown viability, ATP luminescence, 48 h; Potency, µM (series often up to 46.1 µM), for inactives: at the top dose activity, negative = toxicity, most hits filed as cytotoxic; 2% of 360,000 active; AID 686971;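 further: 0% = DMSO wells and -100% = cell-free medium wells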
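In this qHTS, HT-1080 cells depleted of IDH1 are exposed for 48 h at 37 °C to compound titrations. Toxicity is scored from CellTiter-Glo luminescence, with DMSO as full viability and medium alone as none.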
KB-V1 MDR tox = kills drug-selected multidrug resistant KB-V1 cells | Potency, µM (series often up to 46.1 µM), for inactives: at the top dose activity change, negative = cytotoxicity, most hits filed as cytotoxic | AID 1347076 | 3.4% of 400,000 active | KB-V1 MDR cells viability, CellTiter-Glo, 72 h; further: on the % scale 0 is the no-effect control and ±100 the full control effect; nearly all actives have a fitted effect of over 60% in size
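In this primary screen, KB-V1 cells overexpressing P-gp are incubated with library compounds (lowest to highest concentration) for 72 h at 37 degrees C before a luminescent ATP viability read.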
GLP-1R inv ag = acts as inverse agonist at human GLP-1 receptor. Potency, µM (top dose mostly 38.3 µM), for the others: at the top dose activity change, negative = inhibition, actives largely listed as inhibitors. 1.6% of 410,000 active. HEK293 GLP-1R CRE-luciferase, luminescence, 24 h; GLP-1R form is constitutively active. P43220; further: on the % scale 0 is the no-effect control and ±100 the full control effect; nearly all actives have a fitted effect of over 55% in size
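Assay principle: reduced luminescence from a cAMP-responsive reporter in HEK293 cells co-expressing a constitutively active GLP-1R. Conditions: 24 hr compound incubation, 37 deg C, 5% CO2.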
An asterisk follows results filed as active; u = inconclusive; x = not tested or not shown; [ ] = dose if it differs, or a comment. The call rests on the fitted dose curve; in most records, active means well fitted curve in the direction sought with a large enough effect; inconclusive means small, poorly fitted or top-dose-only effect, or another doubt; inactive means no such curve, though single readings can be large; an effect the other way counts as inactive or inconclusive. Potency means the concentration at half of the fitted maximal effect.

item	SMILES	HT1080-NT tox	GLP1R cytotox	GLP1R ag	TDP-43 yeast inh	KB-3-1 cytotox	SW480 rereplic	HT1080 IDH1KD tx	KB-V1 MDR tox	GLP-1R inv ag
1	CN(CC(=O)Nc1cccc(F)c1)C(=O)/C=C/c1ccc2ccccc2n1	-3%	6%	2%	12%	-7%	2%	-1%	14%	2%
2	CC1(C)CC(=O)C/C(=N\NC(=O)Cc2ccccc2)C1	-1%	6%[1.53 µM]	1%	-17%	11%	26%	-2%	-3%	0%
3	CC1CCN(C(=S)NC(=O)C2CCCCC2)CC1	2%	-8%	3%	5%	5%	3%	8%	-9%	-11%
4	CCCCS(=O)(=O)/C=C\C1C2C=CC(C2)C1S(=O)(=O)CCCC (stereo not given)	-4%	7%	1%	-3%	-9%	6%	-1%	-20%	-12%
5	Cc1cc(N2CCOCC2)ncc1[N+](=O)[O-]	1%	-27%	-3%	42%	-4%	-5%	1%	-16%	0%
6	Cc1nn(C)c2c1c(C(F)(F)F)cc(=O)n2CC(=O)NCCC(C)C	x	-4%	x	23%	11%	x	x	15%	12%
7	CSc1nc(N2CCOCC2)nc2ccc(C)cc12	14%	70%[activator]	26%	20%	-4%	u	6%	-12%	22%
8	COc1ccc(NC(=O)CSc2nccn2Cc2ccco2)cc1	-2%	3%	-7%	-10%	x	2%	-11%	x	-17%
9	NC(=O)c1c(NC(=O)CN2CCOCC2)sc2c1CCC2	11%	-23%	-1%	-3%	7%	-5%	2%[9.24 µM]	-24%	17%
10	CCCCc1c(O)nc(N2CCN(Cc3ccccc3)CC2)[nH]c1=O	12%	-20%	-7%	0%	10%	-4%	5%	-8%	-13%
11	CN(Cc1ccccc1)C(=O)CN(C)S(=O)(=O)c1ccc(F)cc1	4%	-13%	6%	4%	14%	-4%	8%	8%	8%
12	CCNC(=S)Nc1ccc(Cl)cc1	14%	-5%	19%	25%	4%	-2%	14%	10%	18%
13	Cc1ccc2c(c1)C1OCCC1C1N2C(=O)C2C(C(=O)O)C3C=CC21O3 (stereo not given)	12%	11%	2%	-7%	7%	0%	1%	20%	-12%
14	CCCOC(=O)c1cccc(Nc2nc(C(=O)OCC)nc3ccccc23)c1	x	-28%	x	22µM*	4%	x	x	u	u
15	Cn1nnnc1SCC(=O)Nc1ccccc1N1CCOCC1	1%	-12%	-11%	12%	7%	0%[9.22 µM]	2%	-6%	6%
16	Cc1cc(C)cc(NC(=O)Cn2nnc(C(=O)NCc3ccc(F)cc3)c2N)c1	-4%	-2%	-4%	u	0%	29µM*	-4%	-7%	-9%
17	O=C(CSc1nnc2ccccn12)Nc1ccccc1[N+](=O)[O-]	6%	-26%	-3%	1%	0%	x	4%	12%	13%
18	CC(=O)c1ccc(N2CCN(C(=O)c3cccc(Oc4ccccc4)c3)CC2)cc1	-25%	4%	20%	20%	-29%	-28%	-22%	u	u
19	OCc1cc(Br)ccc1OCc1nc2ccccc2s1	-6%	8%	10%	-11%	-28%	-9%	-6%	5.2µM*	10%
20	C=CCOn1c(=O)c(C)[n+]([O-])c2ccccc21	-1%	5%	0%	2%	9%	3%	2%	8%	17%
21	Cc1ccc(C)c(OCCNc2ccc([N+](=O)[O-])cn2)c1	2%	2%	3%	25%	u	-4%	0%	11%	u
22	CCN(CC)c1ccc(/C=N/N(c2ccccc2)c2ccccc2)c(O)c1	-3%	22%	-2%	7%	-7%	u	-12%	16µM*	6.3µM*
23	O=C1C(C=NCc2ccccn2)=C(O)c2ccccc21	1%	-11%	-5%	2%	-1%	-2%	-19%	-1%	7%
24	O=c1ccn(CCc2c[nH]c3ccccc23)c2c1CCCC2	27%	6%	2%	-13%	4%	-12%	23%	-4%	2%
25	Cc1[nH]n(-c2ccccc2)c(=O)c1-c1ccccc1	-1%	-7%	-3%	0%	1%	-2%	13%	0%	2%
26	O=C(NCCOc1ccccc1)c1ccc2c(c1)OCO2	9%	-11%	-17%	4%	0%	-11%	6%	0%	u
27	O=C(C1=C(O)/C(=C/c2ccc(O)cc2)CCC1)C(F)(F)F	-9%	-13%	-1%	22µM*	-25%	-1%	-7%	10%	32%[activator]
28	CCC(C)Oc1ccccc1C1CC(=O)NC2=C1C(=O)CCC2 (stereo not given)	u	-29%	0%	20%	u	18µM*	u	u	u
29	CCCCc1ccc(Nc2ncnc3nc[nH]c23)cc1	9%	-3%	7%	16µM*	9%	-9%	2%	-10%	-8%
30	Cc1ccc(P(=O)(OCCN2CCOCC2)C(C)(C)C)o1 (stereo not given)	4%	-3%	-9%	-8%	5%	-4%	-4%	0%	6%
31	Cc1csc(NC(=O)CSc2ncnc3ccccc23)n1	-8%	-2%	5%	u	-1%	-4%	-15%	-20%	u
32	CCC(C)n1c(S(=O)(=O)O)nc2ccccc21 (stereo not given)	0%[9.24 µM]	-5%	-12%	-9%	-1%	2%	-6%	13%	-6%
33	CC(=O)Nc1nc(-c2ccc3c(c2)CC(C)N3C(=O)C2CC2)c(C)s1 (stereo not given)	u	-9%	18%	24%	0%	u	-26%	-23%	u
34	Cc1ccc(S(=O)(=O)N2CCCOC2)cc1	16%	11%	-2%	-12%	-6%	0%	11%	-12%	-7%
35	COC(=O)CC1C(=O)NCCN1C(=O)NC1CCCCC1 (stereo not given)	9%	8%	-1%	8%	19%	-4%[9.22 µM]	11%	13%	5%
36	O=C(CSc1nnnn1-c1ccccc1)Nc1ccc(Cl)cc1	4%	-49%	-7%	7%	7%	1%	9%	19%	8%
37	CC1(C(=O)NCCC#N)CCN1C(=O)C1(c2ccccc2)CCCC1 (stereo not given)	2%	9%	7%	10%	0%	x	18%	4%	26%
38	CC1CN(CC(=O)NCc2ccc(Cl)cc2)CC(C)O1 (stereo not given)	-1%	16%	0%	-37%	0%	12%	-3%	-14%	6%
39	COCCNC(=O)COCc1cc(-c2ccc3c(c2)OCO3)on1	1%	-4%	-4%	16%	1%	-22%	15%	-1%	11%
40	CCC(=O)N1c2ccccc2CC1C(=O)NCc1cccc(C)c1 (stereo not given)	x	7%	x	9%	-3%	x	x	9%	-8%
41	CC(C)C(NC(=O)CCNC(=O)c1ccc([N+](=O)[O-])cc1)c1nc2ccccc2[nH]1 (stereo not given)	-1%	23%	-2%	2%	-4%	-19%	2%	u	2%
42	Cc1ccc(S(=O)(=O)N2CCCCC2)cc1C(=O)OC(C)C(=O)NC1CCCCC1C (stereo not given)	-6%	14%	7%	3%	-1%	0%	-5%	u	u
43	CN(CC(=O)Nc1ccc(F)cc1)C(=O)c1cccc(NS(=O)(=O)c2ccccc2)c1	3%	-8%	2%	9%	26%	-10%	1%	2%	u
44	CCc1cc2c(=O)n(Cc3ccccc3)c(SC3CCOC3=O)nc2s1 (stereo not given)	18%	4%[0.307 µM]	23%	0%	2%	2%	3%	10%	2%[0.307 µM]
45	COC(=O)[C@@]12CCCCN1[C@H](c1ccc(-c3ccc4c(c3)OCO4)cc1)[C@H]1C(=O)N(C)C(=O)[C@H]12	4%	2%	14%	26%	-11%	2%	10%	-24%	12%
46	CCCCC1S/C(=N/N=C/c2cccs2)NC1=O (stereo not given)	7%	-12%	14%	-3%	-8%	-6%	6%	u	23%
47	CCN(CC)C(=O)CSC1=N/C(=C/c2ccco2)C(=O)N1c1ccc(OC)c(Cl)c1	-11%	u	2%	0%	-7%	1%	0%	-9%	u

By substructure, the compounds so far with four or more nitrogen atoms (nine)
item	SMILES	HT1080-NT tox	GLP1R cytotox	GLP1R ag	TDP-43 yeast inh	KB-3-1 cytotox	SW480 rereplic	HT1080 IDH1KD tx	KB-V1 MDR tox	GLP-1R inv ag
6	Cc1nn(C)c2c1c(C(F)(F)F)cc(=O)n2CC(=O)NCCC(C)C	x	-4%	x	23%	11%	x	x	15%	12%
10	CCCCc1c(O)nc(N2CCN(Cc3ccccc3)CC2)[nH]c1=O	12%	-20%	-7%	0%	10%	-4%	5%	-8%	-13%
15	Cn1nnnc1SCC(=O)Nc1ccccc1N1CCOCC1	1%	-12%	-11%	12%	7%	0%[9.22 µM]	2%	-6%	6%
16	Cc1cc(C)cc(NC(=O)Cn2nnc(C(=O)NCc3ccc(F)cc3)c2N)c1	-4%	-2%	-4%	u	0%	29µM*	-4%	-7%	-9%
17	O=C(CSc1nnc2ccccn12)Nc1ccccc1[N+](=O)[O-]	6%	-26%	-3%	1%	0%	x	4%	12%	13%
29	CCCCc1ccc(Nc2ncnc3nc[nH]c23)cc1	9%	-3%	7%	16µM*	9%	-9%	2%	-10%	-8%
31	Cc1csc(NC(=O)CSc2ncnc3ccccc23)n1	-8%	-2%	5%	u	-1%	-4%	-15%	-20%	u
36	O=C(CSc1nnnn1-c1ccccc1)Nc1ccc(Cl)cc1	4%	-49%	-7%	7%	7%	1%	9%	19%	8%
41	CC(C)C(NC(=O)CCNC(=O)c1ccc([N+](=O)[O-])cc1)c1nc2ccccc2[nH]1 (stereo not given)	-1%	23%	-2%	2%	-4%	-19%	2%	u	2%

Assay outcomes deposited in PubChem BioAssay by National Center for Advancing Translational Sciences (NCATS).
